# High-throughput results (PubChem)
# ROMK mod: ROMK potassium channel modulators, primary screen, cell-based, thallium flux, MLSMR library; ATP-sensitive inward rectifier potassium channel 1 (Homo sapiens), P48048; Tet-inducible ROMK, thallium flux fluorescence; actives lie on both sides; B-score at 10 µM; 130,000 tested, 2% active; AID 1918, 2009;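 active = signal ratio slope over the read window, or its plate-corrected B-score, at least 3 SD from the plate mean, either direction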;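 also: B-score of the F/F0 ratio slope over 7 to 12 s after thallium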
# S1P3 antag: S1P3 receptor antagonists, primary screen, cell-based | CHO S1P3 NFAT-BLA reporter, FRET fluorescence, antagonist mode | AID 485, 2006 | 170,000 tested, 0.27% active | inhibition, % at 4.98 µM | Sphingosine 1-phosphate receptor 3 (Homo sapiens), Q99500;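 active = inhibition above the plate cutoff, the mean inhibition of test wells on that plate plus 3 SD, cut at about 28% in these data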;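 also: cells challenged with S1P at its EC80 of 0.8 µM; blue over green emission ratio from cleaved BLA substrate after 4 h stimulation; 0% = S1P-stimulated wells and 100% = unstimulated DMSO-only wells; some compounds past the cut are filed as inactive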
# Diaph inh CS: diaphorase inhibitors and chemical oxidizers, primary screen, counter-screen for diaphorase-coupled primary assays, biochemical, uHTS, resorufin fluorescence; diaphorase resazurin-to-resorufin fluorescence, NADH, 16 min; bacterial (C. kluyveri) enzyme, not human; 190,000 tested, 0.69% active; inhibition, % at 20 µM;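 active = primary screen inhibition at 20 µM above a set limit, cut at about 50% in these data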;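 also: plate controls were DMSO with full reaction for no effect and wells lacking NADH for full effect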
#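 Assay system – diaphorase enzyme from Clostridium kluyveri · Amount – diaphorase 0.14 U/mL (working solution) · Times – reaction incubation of 16 min at room temperature · Controls – No-NADH positive control and DMSO neutral control · Signal – resorufin fluorescence 544/590 nm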
# PPARg SRC1 recr: PPARgamma agonists recruiting SRC-1 coactivator, primary screen, biochemical | 200,000 tested, 0.41% active | activation, % at 8 µM | PPARgamma-SRC-1 coactivator recruitment biochemical assay | AID 631, 2007 | Peroxisome proliferator-activated receptor gamma (Homo sapiens), P37231; in the data active = activation above about 19%;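 also: 0% = DMSO and 100% = reference agonist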
# Target sequence (P37231 whole entry, looked up): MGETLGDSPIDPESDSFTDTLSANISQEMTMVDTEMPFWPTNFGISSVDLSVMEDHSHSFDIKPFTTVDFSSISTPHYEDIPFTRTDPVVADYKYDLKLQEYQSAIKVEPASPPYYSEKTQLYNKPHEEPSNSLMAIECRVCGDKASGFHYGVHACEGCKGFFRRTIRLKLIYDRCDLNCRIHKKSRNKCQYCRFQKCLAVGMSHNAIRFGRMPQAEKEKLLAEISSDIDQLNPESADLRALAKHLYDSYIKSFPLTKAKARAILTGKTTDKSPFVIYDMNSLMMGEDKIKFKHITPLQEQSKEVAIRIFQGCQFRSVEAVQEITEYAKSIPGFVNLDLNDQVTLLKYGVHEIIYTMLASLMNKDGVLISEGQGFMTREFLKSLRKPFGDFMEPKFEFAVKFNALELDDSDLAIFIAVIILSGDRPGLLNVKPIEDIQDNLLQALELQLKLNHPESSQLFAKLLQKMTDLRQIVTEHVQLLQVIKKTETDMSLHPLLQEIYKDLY
# TR-FRET SRC-2 ct: TR-FRET signal artefacts, primary screen, artefact control for PPARgamma SRC-2 agonist project, biochemical. TR-FRET artefact counter-screen; hits give high values. TR-FRET ratio at 8 µM. 200,000 tested, 0.4% active. AID 1049, 2008; in the data active = TR-FRET ratio above about 2000; also: inactives centre near 1500
# PPARg SRC2 recr: agonists of PPARg-SRC-2 recruitment, primary screen, biochemical, HTS | Peroxisome proliferator-activated receptor gamma (Homo sapiens), P37231 | 200,000 tested, 0.34% active | AID 1032, 2008 | PPARgamma LBD-SRC-2 recruitment | activation, % at 8 µM; in the data active = activation above about 22%;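 also: 0% = vehicle and 100% = reference agonist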
# G6PDH CS: L. mesenteroides G6PDH inhibitors, counter-screen for G6PDH-coupled screening assays, biochemical, Leuconostoc mesenteroides enzyme | glucose-6-phosphate dehydrogenase [Leuconostoc mesenteroides] | Purified L. mesenteroides G6PDH, diaphorase/resazurin coupled fluorescence, 45 min | inhibition, % at 5 µM | 200,000 tested, 0.12% active | AID 1020, 2008; in the data active = inhibition above about 50%
# Diaphorase act: compounds boosting diaphorase resazurin reduction – biochemical, uHTS, resorufin fluorescence, counter-screen for diaphorase-coupled primary assays, primary screen | 190,000 tested, 0.005% active | AID 1229, 2008 | activation factor at 20 µM | Diaphorase/resazurin coupled assay, 16 min; hits give high values; 1 = vehicle wells, 0 = NADH-free wells;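 active = diaphorase activity raised at least twofold by the compound at 20 µM; inactive = activation factor below 2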
#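 Material: purified diaphorase enzyme from Clostridium kluyveri / Medium: HEPES pH 7.4 buffer with MgCl2 and Tween 20 / Schedule: enzyme reaction of 16 min at room temperature / Measured by: resorufin fluorescence, excitation 544 nm, emission 590 nm / Evaluation: rise in resorufin formation, marking diaphorase activation or chemical reduction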
# PMI act hi M6P: human PMI activators, high substrate, primary screen, biochemical, fluorescence intensity, near-saturating mannose 6-phosphate; Mannose-6-phosphate isomerase (Homo sapiens), P34949; coupled PMI enzyme assay, resazurin fluorescence, 20 min; hits give high values; 1 = untreated enzyme, 0 = substrate-free blank; activation factor at 20 µM; 190,000 tested, 0.34% active; AID 1216, 2008;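 active = activation factor of 2 or more at 20 µM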
# Target sequence (P34949 whole entry, looked up): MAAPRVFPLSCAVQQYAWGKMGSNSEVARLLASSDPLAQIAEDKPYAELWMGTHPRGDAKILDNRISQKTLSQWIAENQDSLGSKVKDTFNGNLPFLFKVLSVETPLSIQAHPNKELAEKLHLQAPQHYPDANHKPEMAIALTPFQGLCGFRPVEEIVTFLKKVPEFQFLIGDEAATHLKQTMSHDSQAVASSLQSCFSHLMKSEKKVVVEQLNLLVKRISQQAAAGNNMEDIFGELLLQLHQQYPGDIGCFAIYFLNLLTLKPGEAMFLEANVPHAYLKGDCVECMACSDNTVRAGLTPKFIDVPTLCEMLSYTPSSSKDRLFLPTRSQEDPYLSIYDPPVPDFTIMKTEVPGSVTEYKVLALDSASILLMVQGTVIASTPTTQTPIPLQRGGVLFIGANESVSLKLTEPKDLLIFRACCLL
#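 Test system – human PMI in coupled enzyme assay · Timing – 20 min incubation at room temperature · Detection – Diaphorase-driven resazurin-to-resorufin fluorescence, excitation 544, emission 590 nm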
# PPARg SRC3 recr: PPARgamma agonists recruiting SRC-3 coactivator, primary screen, biochemical; Peroxisome proliferator-activated receptor gamma (Homo sapiens), P37231; biochemical PPARgamma/SRC-3 coactivator recruitment assay; activation, % at 8 µM; 200,000 tested, 0.26% active; in the data active = activation above about 23%;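 also: 0% = DMSO and 100% = reference agonist; some compounds past the cut are filed as inactive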
# PMI act: activators of human PMI, primary screen, biochemical, fluorescence intensity, near-Km mannose 6-phosphate; 190,000 tested, 0.005% active; purified human PMI, coupled resazurin fluorescence, 20 min; hits give high values; 1 = vehicle control, 0 substrate-free wells; activation factor at 20 µM; AID 1214, 2008;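 active = activation factor of 2 or more at 20 µM, relative to plate controls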
# Active calls of the source: *; . = no result given.
SMILES,ROMK mod,S1P3 antag,Diaph inh CS,PPARg SRC1 recr,TR-FRET SRC-2 ct,PPARg SRC2 recr,G6PDH CS,Diaphorase act,PMI act hi M6P,PPARg SRC3 recr,PMI act
O=C(NCCO)c1cc2cc(Cl)cc(Cl)c2oc1=O,-0.18,4,-9,0,1571,2,6,1.1,0.8,-3,0.5
CN(C)S(=O)(=O)c1ccc(N2CCCC2=O)c([N+](=O)[O-])c1,0.31,-7,5,-1,1370,-3,1,0.9,1,0,0.9
COCCNC(=O)c1cc(-c2ccc3c(c2)OCO3)on1,.,6,7,2,1661,7,2,0.9,1,-4,1
CCOC(=O)c1cnn(-c2nc(-c3ccc(C)cc3)cs2)c1C(F)(F)F,0.32,.,29,-5,1562,-4,-2,0.7,0.9,6,0.9
Cc1ccc(C(=O)NC2CCSC2=O)cc1 (stereo not given),0.89,.,10,-3,1566,-4,-8,0.9,1,-8,1
COC(=O)N1CC(=O)N(OC)C1c1ccc(Cl)cc1Cl (stereo not given),.,11,13,0,1523,-1,-2,0.9,1,13,1
CCC(C)OC(=O)C1=C(C)NC(=O)NC1c1ccc(F)cc1 (stereo not given),-0.41,6,20,-1,1642,-5,1,0.8,0.9,-13,0.9
CC(NC(=O)CN(C1CCCCC1)S(C)(=O)=O)c1ccccc1 (stereo not given),-0.045,.,4,-2,1484,5,9,1,1.1,10,1
Clc1ccc(-c2nnc(COc3ncnc4sccc34)o2)cc1,-0.94,-1,-4,6,1653,-1,0,1,1.1,5,1.1
O=C(/C=C/c1cn(CC(O)CN2CCCCCC2)c2ccccc12)c1cccs1 (stereo not given),.,19,17,2,1639,8,-22,0.8,0.8,2,0.8
CC(C)(C)C(=O)NC(=C(Cl)Cl)P(=O)(O)O,.,-9,13,4,1702,2,-1,0.9,1.2,6,1.1
Cc1ccc(-c2nnc(-c3ccc(NC(=O)c4ccco4)cc3)o2)cc1,-0.34,19,2,-2,1472,3,-34,1,0.9,-1,0.2
COc1cc2c(cc1OC)[C@@H]1Cc3cc4c(cc3[C@H](C2)N1C)OCO4,-0.33,8,-2,-2,1621,14,4,1,1.1,0,1.1
Clc1ccc(-n2ncc3c(NCCN4CCOCC4)ncnc32)cc1,.,2,9,2,1564,10,0,0.9,1,-3,1
Cc1oc(C)c(C(=O)Nc2ccc(CC(=O)O)cc2)c1C(=O)Nc1ccc(CC(=O)O)cc1,.,1,14,0,1501,6,-1,0.9,0.9,17,0.9
N/C(=N\OC(=O)CCc1ccccc1)c1cccnc1,0.92,-1,0,-2,1509,2,6,1,1.1,4,1
Cc1ccc(C(=O)C(OC(=O)COc2ccccc2C)c2ccccc2)cc1 (stereo not given),.,.,25,6,1530,0,-2,0.7,0.9,8,0.9
COc1ccc(C2CC(c3cccs3)=NN2C(=O)CSc2nncs2)cc1OC (stereo not given),0.00052,-14,10,1,1582,7,7,0.9,1,6,1.1
Cc1ccc2cc(CCNC(=O)C(=O)c3c(C)[nH]c4ccccc34)c(=O)[nH]c2c1,-0.62,-5,36,8,1594,6,-5,0.6,1,6,1
CC(Sc1nnc(-c2cc3ccccc3o2)n1-c1ccccc1)C(=O)O (stereo not given),.,2,20,17,1731,15,-7,0.8,0.9,12,0.9

# As entered above.
# Cc1oc(C)c(C(=O)Nc2ccc(CC(=O)O)cc2)c1C(=O)Nc1ccc(CC(=O)O)cc1 in Diaph inh CS = 14
# CC(Sc1nnc(-c2cc3ccccc3o2)n1-c1ccccc1)C(=O)O (stereo not given) in PPARg SRC2 recr = 15

# Going on with the list:
SMILES,ROMK mod,S1P3 antag,Diaph inh CS,PPARg SRC1 recr,TR-FRET SRC-2 ct,PPARg SRC2 recr,G6PDH CS,Diaphorase act,PMI act hi M6P,PPARg SRC3 recr,PMI act
CCOCCCNC(=S)NCCCNc1nc2c(C)cc(C)cc2cc1C#N,.,-22,9,8,1645,4,14,0.9,2.1*,4,1.7
CCCCn1c(SCC(=O)Nc2nc(C)cs2)nnc1-c1cccnc1,.,-4,2,-7,1668,-1,1,1,1,5,1
CC1=NN(C(=S)Nc2ccccc2)C(c2ccccc2)C1 (stereo not given),.,-2,15,-5,1471,-9,8,0.9,0.9,-3,0.9
CC1CCc2c(sc3nc(CSc4n[nH]c(N)n4)[nH]c(=O)c23)C1 (stereo not given),.,6,17,8,1598,1,2,0.8,0.9,3,1
O=C(Nc1nnc(-c2ccccc2)o1)c1ccc(Cl)cc1,10*,-10,3,7,1504,2,3,1,1.1,7,1
CCCn1c2ccc(F)cc2c2nnc(NN)nc21,0.51,-10,11,1,1598,-8,-4,0.9,0.9,-3,1.3
CC1CCCC(C)N1C(=O)COC(=O)c1ccc[nH]c1=O (stereo not given),.,3,12,-6,1533,-1,-5,0.9,0.9,-3,0.9
O=C(COC(=O)c1cc(=O)c2ccccc2o1)NCC1CCCCC1,-0.0099,0,-5,3,1477,6,2,1.1,1.2,1,1.2
CC(=O)c1cccc(S(=O)(=O)NCC(c2ccco2)N2CCCCC2)c1 (stereo not given),.,6,-13,0,1515,-3,13,1.1,1.1,3,1.1
CC(C)Oc1ccc(CCN=C(N)N=C(N)N)cc1Cl,0.23,-7,-15,-10,1466,-5,12,1.2,1.1,-5,1.1
O=C1c2ccccc2C(=O)N1/N=C/c1ccc(Oc2ccc([N+](=O)[O-])cn2)cc1,-0.74,-3,-24,-11,1446,-1,8,1.2,1,-2,1.1
CCCC(=O)O[C@]1(C(=O)CO)CC[C@H]2[C@@H]3CCC4=CC(=O)CC[C@]4(C)[C@H]3[C@@H](O)C[C@@]21C,.,7,3,10,1533,2,11,1,1.1,-4,1.1
COc1ccccc1NC1=NC(C)(C)N=C(N)N1,.,.,7,5,1779,10,6,0.9,0.9,15,0.9
Cc1cccc(C(=O)N2CCC(=O)N(C(COCc3ccc(Cl)cc3)Cc3ccccc3)CC2)c1 (stereo not given),-3.5*,-5,31,6,1494,2,16,0.7,0.8,1,0.8
CCOc1cc(C(=O)Nc2ccc(S(=O)(=O)NC3=NCCCCC3)cc2)cc(OCC)c1OCC,0.028,-1,0,2,1538,1,5,1,0.8,4,0.8
CCOc1ccc(-c2nnc(-c3ccc(OC)cc3)o2)cc1,.,.,6,8,1710,3,0,0.9,0.9,0,0.9
COc1cccc(C2CC(=O)Nc3c2c(=O)[nH]c2ncnn32)c1 (stereo not given),0.48,-15,3,4,1616,4,2,1,1,1,1
O=C1OCCC1Sc1nnc(-c2ccco2)n1-c1ccccc1 (stereo not given),-0.53,-7,13,1,1654,-5,-5,0.9,1.5,0,1.3
COc1ccc(C(c2sc3nc(C)nn3c2O)N2CCC3(CC2)OCCO3)cc1 (stereo not given),-0.043,-11,11,5,1459,12,8,0.9,0.9,-2,0.9
CC(=O)c1ccc(NC(=S)Nc2ccc3cn[nH]c3c2)cc1,0.33,-3,20,8,1474,-3,0,0.8,0.5,-1,0.6
O=C(NCCCO)/C(=C/c1ccc(-c2cccc([N+](=O)[O-])c2)o1)NC(=O)c1ccccc1,-0.081,-1,17,7,1671,6,9,0.8,1,4,0.9
CCOc1ccc(CC(=NCCc2ccccc2)C2=C(O)CC(C)(C)CC2=O)cc1OCC,0.091,-22,9,3,1633,7,-6,0.9,1,0,0.9
S=C1NCN(Cc2ccccc2)CN1C1CCCCC1,-0.015,2,10,3,1725,1,0,0.9,1,6,1
CCCN(CCC)c1nc(NC2CCN(C(=O)OCC)CC2)nc(OC)n1,0.66,10,12,-4,1415,10,4,0.9,0.9,2,0.9
Cc1cc(C)cc(OCC(=O)N2N=C(C(F)(F)F)CC2(O)C(C)(C)C)c1 (stereo not given),-0.9,.,5,2,1437,-3,6,0.9,1,-18,1
CCOC(=O)/C(C#N)=C\c1cc(OC)c(OC)cc1[N+](=O)[O-],0.076,6,41,3,1372,2,12,0.6,0.3,4,0.6
O=C(NNC(=O)c1ccccc1[N+](=O)[O-])c1cccs1,-0.42,2,10,9,1675,9,14,0.9,0.9,2,0.9
COCCNC(=S)c1ccc(OC)cc1,.,-16,10,3,1774,13,-16,0.9,0.9,8,0.8
CCC(C)NC(=O)[C@H](CSCc1ccccc1)N1Cc2ccccc2C1=O (stereo not given in full),-0.022,1,16,5,1617,2,25,0.8,0.9,5,0.9

# Grouped by structure: those above containing a furan ring, fused or not (6)
SMILES,ROMK mod,S1P3 antag,Diaph inh CS,PPARg SRC1 recr,TR-FRET SRC-2 ct,PPARg SRC2 recr,G6PDH CS,Diaphorase act,PMI act hi M6P,PPARg SRC3 recr,PMI act
Cc1ccc(-c2nnc(-c3ccc(NC(=O)c4ccco4)cc3)o2)cc1,-0.34,19,2,-2,1472,3,-34,1,0.9,-1,0.2
Cc1oc(C)c(C(=O)Nc2ccc(CC(=O)O)cc2)c1C(=O)Nc1ccc(CC(=O)O)cc1,.,1,14,0,1501,6,-1,0.9,0.9,17,0.9
CC(Sc1nnc(-c2cc3ccccc3o2)n1-c1ccccc1)C(=O)O (stereo not given),.,2,20,17,1731,15,-7,0.8,0.9,12,0.9
CC(=O)c1cccc(S(=O)(=O)NCC(c2ccco2)N2CCCCC2)c1 (stereo not given),.,6,-13,0,1515,-3,13,1.1,1.1,3,1.1
O=C1OCCC1Sc1nnc(-c2ccco2)n1-c1ccccc1 (stereo not given),-0.53,-7,13,1,1654,-5,-5,0.9,1.5,0,1.3
O=C(NCCCO)/C(=C/c1ccc(-c2cccc([N+](=O)[O-])c2)o1)NC(=O)c1ccccc1,-0.081,-1,17,7,1671,6,9,0.8,1,4,0.9
